UPR XBP1 act: adaptive UPR (XBP1) activation; CHO-XBP1 luciferase reporter, IRE1-XBP1 UPR activation, luminescence; percent of tunicamycin response, DMSO as zero; activation, % at 20 µM; actives 0.33% (n = 330,000); AID 463104;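 active = versus positive control, 20 µM dose yields 30% or more activation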;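 also: 100% = tunicamycin at 10 µg/mL and 0% = DMSO only wells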
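Test system: CHO-XBP1 luciferase reporter cells | Buffer or medium: Serum-containing F12 medium, 10% FBS | Schedule: 6 h compound exposure at 37 °C, 5% CO2 | Detection: Steady-Glo luciferase glow luminescence, 10 min after reagent addition | Read-out basis: Activation, % of tunicamycin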
tim10-1 inh: tim10-1 yeast growth inhibition | S. cerevisiae tim10-1 ts strain growth, BacTiter-Glo, 24 h | inhibition, % at 20 µM | actives 2.2% (n = 330,000);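 active = inhibition of at least 40%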;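 also: mutant grown at 25 °C; 0% = DMSO wells with yeast and 100% = wells holding no yeast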
tim23-1 inh: growth inhibitors of tim23-1 mutant yeast; AID 463212; actives 1.3% (n = 330,000); inhibition, % at 20 µM; S. cerevisiae tim23-1 growth, BacTiter-Glo luminescence, 24 h;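 active = growth inhibition of the mutant yeast at or above 50%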;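 also: temperature-sensitive mutant grown at 25 °C; plate controls were DMSO-treated mutant yeast for no effect and medium wells lacking yeast for full effect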
APJ agonist: agonists of human APJ apelin receptor; P35414; CHO-K1 APJ PathHunter beta-arrestin, luminescence; 0% DMSO wells, 100% apelin; activation, % at 20 µM; actives 0.11% (n = 330,000); AID 2520;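 active = activation more than six SD over the plate average, tested at 20 µM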;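 also: 0% = DMSO alone and 100% = apelin-13 at 10 nM; some results filed as inactive read as strong as hits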
Target sequence (P35414 whole entry, looked up): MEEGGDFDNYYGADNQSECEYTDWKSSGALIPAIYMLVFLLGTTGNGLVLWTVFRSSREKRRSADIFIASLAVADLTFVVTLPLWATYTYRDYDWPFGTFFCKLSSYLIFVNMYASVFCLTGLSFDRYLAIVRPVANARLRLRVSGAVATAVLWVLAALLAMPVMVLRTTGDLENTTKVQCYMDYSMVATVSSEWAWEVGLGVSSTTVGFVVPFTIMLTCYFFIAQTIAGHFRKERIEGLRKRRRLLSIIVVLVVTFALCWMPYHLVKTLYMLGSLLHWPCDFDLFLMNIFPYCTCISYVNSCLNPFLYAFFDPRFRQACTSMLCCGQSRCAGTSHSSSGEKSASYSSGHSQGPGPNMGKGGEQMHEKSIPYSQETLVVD
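Assay system – PathHunter CHO-K1 APJ (AGTRL-1) beta-arrestin reporter cells · Compound – one dose, 20 µM compound, 1% DMSO · Timing – compound 90 min 25 °C, reagent 1 h · Measured by – luminescence from split beta-galactosidase complementation, Galacton Star/Emerald II substrate · Measure – beta-arrestin recruitment to APJ as agonist activity, luminescent signal · Benchmarks – DMSO vs Apelin-13 10 nM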
Mdm2-MdmX inh: human Mdm2/MdmX binding inhibition; O15151+Q00987; SaOS-2 split-luciferase Mdm2/MdmX complementation, luminescence; inhibition, % at 8 µM; actives 3% (n = 330,000); AID 485346;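 active = inhibition of at least 50% at 8 µM in the primary screen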
APJ antagonist: APJ receptor antagonism. P35414. AID 2521. CHO-K1 APJ beta-arrestin complementation, luminescence. actives 0.32% (n = 330,000). inhibition, % at 20 µM;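 active = inhibition above about 40% at 20 µM, limit read from the data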;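 also: cells challenged with 10 nM apelin-13 agonist together with compound; plate controls were apelin-13 plus DMSO wells for no effect and DMSO wells lacking apelin-13 for full effect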
CXCR6 block: inhibitors of human CXCR6 receptor; inhibition, % at 20 µM; O00574; CHO-K1 PathHunter CXCR6 beta-arrestin, luminescence; actives 0.36% (n = 360,000); in the data active = inhibition above about 34%, passing the limit was not always enough;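 also: antagonist mode with CXCL16 agonist at 10 nM final; 0% = 10 nM CXCL16 with DMSO and 100% = unstimulated wells without agonist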
Target sequence (O00574 whole entry, looked up): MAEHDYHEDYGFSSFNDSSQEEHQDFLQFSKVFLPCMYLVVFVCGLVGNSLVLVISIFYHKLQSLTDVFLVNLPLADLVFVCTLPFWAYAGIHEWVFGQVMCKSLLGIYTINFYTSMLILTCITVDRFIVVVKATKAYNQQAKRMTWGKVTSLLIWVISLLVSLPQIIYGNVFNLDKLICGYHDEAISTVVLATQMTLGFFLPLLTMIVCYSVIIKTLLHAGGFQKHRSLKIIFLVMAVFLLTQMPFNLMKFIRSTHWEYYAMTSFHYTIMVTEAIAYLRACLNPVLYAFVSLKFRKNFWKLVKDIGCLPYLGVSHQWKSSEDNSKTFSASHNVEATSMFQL
CHOP UPR activ: activators of apoptotic arm of unfolded protein response (CHOP). actives 0.34% (n = 330,000). AID 449763. CHO-CHOP luciferase reporter, UPR activation, luminescence; percent of tunicamycin response over DMSO baseline. activation, % at 10 µM;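 active = at 10 µM dose, activation of 40% or more, normalized to positive control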;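 also: 100% = tunicamycin at 10 µg/mL and 0% = DMSO alone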
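Test system: CHO-CHOP cells, stable luciferase reporter of PERK-eIF2a-CHOP signalling | Quantity: 500 CHO-CHOP cells per well | Buffer or medium: F12 plus 10% serum | Compound dosing: 10 µM single point, 0.5% DMSO | Schedule: 6 h compound treatment, 37 °C | Signal: Luciferase luminescence | Control set: Tunicamycin high control, DMSO low control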
TIM10 inh: inhibits growth of TIM10 yeast strain; actives 1.4% (n = 330,000); inhibition, % at 10 µM; S. cerevisiae TIM10 strain growth, BacTiter-Glo luminescence, 24 h;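 active = inhibition of 40% or more at the single tested concentration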;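 also: wild-type TIM10 isogenic control strain grown at permissive 25 °C; 0% = DMSO yeast wells and 100% = minimal medium wells without yeast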
* = called active by the depositor; . = not tested or not shown. These rows are one share of the data (hit frequency here may not be typical).

no.	structure	UPR XBP1 act	tim10-1 inh	tim23-1 inh	APJ agonist	Mdm2-MdmX inh
1	COC(=O)c1ccc(C2C(C(C)=O)=C(O)C(=O)N2CCO)cc1 (stereo not given)	0	-3	10	0	12
2	Cc1ccnc(N2CCC(C(=O)NCc3ccc(F)cc3)CC2)n1	2	-9	15	-3	13
3	CN(C)S(=O)(=O)Oc1ccsc1C(=O)Nc1cccc(Cl)c1	0	31	26	-2	12
4	CCC(C)c1ccc(NC(=O)c2c([N+](=O)[O-])cnn2CC)cc1 (stereo not given)	-3	9	38	-3	2
5	Cc1ccc(NC(=O)C(C)c2ccc(-c3ccccc3)c(F)c2)cc1 (stereo not given)	-2	-8	-4	-1	35
6	NS(=O)(=O)c1ccc(Nc2nc(-c3ccccc3)cs2)cc1	6	11	22	1	-31
7	CCn1cc(Br)c(C(=O)NCc2ccco2)n1	-2	1	3	-1	18
8	Cn1c(N)c(C(=O)COc2ccc(Cl)cc2Cl)c(=O)n(C)c1=O	-3	-8	-11	-3	26
9	COc1ccc(OC)c(Nc2nc(-c3sc(NC(=O)CC(C)C)nc3C)cs2)c1	0	14	19	3	49
10	COc1ccc(/C(N)=N/OC(=O)Cc2ccc(C)cc2)cc1OC	0	19	21	1	-56
11	Cc1occc1C(=O)n1nnc2ccccc21	0	22	30	0	12
12	CCN(Cc1ccccc1)Cc1nnnn1Cc1ccccc1	-5	24	4	-4	0
13	CC(C(=O)NC1CCCc2ccccc21)N1CCN(Cc2ccc3c(c2)OCO3)CC1 (stereo not given)	2	8	-5	-1	7
14	C=CCOc1cccc(C2/C(=C(\O)c3ccc4c(c3)OCCO4)C(=O)C(=O)N2Cc2cccnc2)c1 (stereo not given)	-3	-2	18	-1	0
15	CO/N=C(/CNC(=O)c1ccccc1Cl)c1ccc(Cl)cc1	0	3	5	-2	6

no.	APJ antagonist	CXCR6 block	CHOP UPR activ	TIM10 inh
1	13	-4	-1.9	-5
2	14	-3	0.0	1
3	-4	-4	-0.3	22
4	17	3	1.1	10
5	-7	-8	-1.1	6
6	4	-9	7.2	34
7	-12	-6	-0.4	-29
8	-2	8	1.0	3
9	7	-2	2.6	8
10	-9	-6	0.9	9
11	-14	.	-1.0	7
12	6	-2	1.1	10
13	12	-4	1.9	16
14	-1	6	2.6	-10
15	15	0	3.0	-41

Next section
no.	structure	UPR XBP1 act	tim10-1 inh	tim23-1 inh	APJ agonist	Mdm2-MdmX inh
16	COc1cccc(/C=C/C2=CC(C)(C)NC(=S)N2)c1	0	-17	-52	-2	11
17	CC/C(=N\NC(=O)c1cc(C2CC2)[nH]n1)c1ccccc1	0	22	13	-1	-26
18	COc1ccc(S(=O)(=O)NCc2ccncc2)cc1NC(=O)c1ccccc1F	3	20	3	2	4
19	COc1ccc(CCCNC(=O)C2CCC(=O)N(CCc3cccc(F)c3)C2)cc1 (stereo not given)	-1	12	-6	-7	36
20	CCc1nnc(NC(=O)CSc2nnc3scc(-c4ccc(C)cc4)n23)s1	-1	1	-10	-3	-10
21	Cc1cc2n(n1)SC(Nc1cc(Cl)ccc1Cl)N2 (stereo not given)	1	47*	55*	1	11
22	CCc1ccc(OCC(=O)Nc2nnc(C3CCCC3)s2)cc1	2	12	14	-2	7
23	CC(C)[C@H]1COCCS(=O)(=O)N1Cc1ccccc1F	-2	14	2	4	30
24	CC(=O)c1ccc(C(=O)NC2CCCN(Cc3ccccc3F)C2)cc1 (stereo not given)	-1	-23	-3	-2	18
25	CCc1ccc(N2CSC3=C(C#N)C(c4cccs4)CC(=O)N3C2)cc1 (stereo not given)	1	23	24	-2	11
26	CCOc1cccc(NC(=O)/C(C#N)=C\c2cccnc2)c1	-1	61*	81*	1	18
27	O=Cc1ccc(-c2ccccc2OC(F)(F)F)o1	-2	-3	19	2	8
28	COc1ccc(C(=O)C2CCCN(Cc3cccn3-c3ccc(Cl)cn3)C2)c(OC)c1 (stereo not given)	-2	38	14	0	38
29	Cc1nc2ccc(S(=O)(=O)NC(C(=O)NCc3ccco3)C(C)C)cc2s1 (stereo not given)	-2	-18	-8	-2	15
30	CCCn1c(COc2ccccc2)nc2ccccc21	1	19	32	-1	-3

no.	APJ antagonist	CXCR6 block	CHOP UPR activ	TIM10 inh
16	-22	-1	2.1	-68
17	-5	0	5.9	17
18	3	-12	-0.5	7
19	16	4	0.2	2
20	-7	4	0.1	-8
21	0	8	3.5	48*
22	17	-5	-0.1	-8
23	-78	7	0.9	-2
24	10	4	0.0	1
25	-6	11	1.1	20
26	-12	-6	0.4	52*
27	8	-9	1.0	-2
28	-1	-3	-2.1	14
29	-11	2	-2.2	-3
30	18	5	-0.2	23

Other records follow:
no.	structure	UPR XBP1 act	tim10-1 inh	tim23-1 inh	APJ agonist	Mdm2-MdmX inh
31	CCOC(=O)c1cnc2ccc(OC)cc2c1NCc1ccccc1	-2	30	38	-3	6
32	CC(C)(C)OC(=O)N1Cc2ccccc2C[C@H]1C(=O)NCC(=O)NCC1CCCO1 (stereo not given in full)	-4	13	7	2	3
33	COCCNC(=O)c1cc(-c2ccccc2)n(CC2CC(c3ccc(OC)cc3)=NO2)n1 (stereo not given)	-1	37	15	1	8
34	COc1cc(/C=C(/C#N)C(=O)Nc2ccccc2)c(Br)cc1OCc1ccc(C(=O)O)cc1	-1	43*	42	0	-19
35	c1ccc2c(-c3nn4nnnc4c4ccccc34)cccc2c1	1	24	15	-5	-5
36	O=C(N/N=C/c1cccn1-c1ccc([N+](=O)[O-])cc1)C(O)c1ccccc1 (stereo not given)	1	16	16	-3	9
37	CCNc1nc(NCC)n2c(SCC(=O)c3ccc(C(C)C)cc3)nnc2n1	-3	4	4	0	29
38	Cc1nnsc1C(=O)NC1CCCc2c1cnn2-c1ccc(C(C)(C)C)cc1 (stereo not given)	-4	3	7	11	23
39	O=C(O)C1CCCN1C(=O)Nc1ccc(Cl)cc1 (stereo not given)	0	4	4	0	22
40	CC(C)NC(=O)c1ccc(Sc2ccccc2)c([N+](=O)[O-])c1	1	11	-8	5	1
41	COc1ccc(C(N)CCc2ccco2)cc1 (stereo not given)	-2	19	14	-3	-12
42	C=C(C)Cn1c(C(C)NC(=O)CCC)nc2ccccc21 (stereo not given)	1	6	9	-2	-14
43	O=C(NCCc1nnc2ccc(SCC(=O)N3CCCC3)nn12)c1ccc(F)cc1	-2	-9	-1	4	19
44	NC(=O)c1ccccc1OCC(=O)NS(=O)(=O)c1ccccc1	-2	10	25	-6	5
45	CC(C)(C)C(=O)NCc1ccc(C(=O)CN2C(=O)NC3(CCCC3)C2=O)s1	-2	20	15	18	3

no.	APJ antagonist	CXCR6 block	CHOP UPR activ	TIM10 inh
31	-1	-4	-0.4	36
32	18	-4	2.7	5
33	13	-5	-1.2	2
34	1	-10	-0.7	31
35	4	13	0.2	-9
36	13	-4	0.6	11
37	19	-5	0.9	8
38	-69	-24	5.8	17
39	-17	0	-2.3	-19
40	8	-12	1.2	-10
41	23	0	0.1	0
42	1	7	-0.6	-10
43	7	-4	-0.9	11
44	-5	-2	-1.0	-9
45	-70	-16	4.0	2

The list goes on:
no.	structure	UPR XBP1 act	tim10-1 inh	tim23-1 inh	APJ agonist	Mdm2-MdmX inh
46	Cc1coc(C)c1C(=O)CC1(O)C(=O)N(C)c2ccc(Cl)cc21 (stereo not given)	0	11	6	-4	10
47	C=CC(=O)Oc1ccc(N2Cc3ccccc3C2=O)cc1	9	60*	21	-2	-4
48	Cc1cccc(NC(=S)N2CCOCC2)c1C	-3	22	10	6	34
49	COc1ccc(N2C(=O)C3C(C2=O)C(C(=O)c2ccc(Cl)cc2)N2CCCC32)cc1 (stereo not given)	-2	20	25	-2	10
50	CN(C)CCOC(=O)C12CC3CC(C1)CC(C(=O)OCCN(C)C)(C3)C2	-5	-22	18	5	5
51	COc1ccc(-c2c/c(=N\c3nc(-c4ccccc4)c(C)s3)c3ccccc3o2)cc1O	34*	11	15	-3	84*
52	O=C(O)c1cc(N/N=C/c2ccc(OCc3ccccc3)cc2)ccc1Cl	5	15	16	-3	-69
53	COc1ccc(NC(=O)c2cc(-c3cccs3)on2)cc1OC	1	2	11	-2	-42
54	O=C(NC(=S)NNS(=O)(=O)c1ccc(Cl)cc1)c1cccnc1	-1	9	13	0	-18
55	Cn1ncc(Cl)c1C(=O)NNC(=O)Nc1cccc2ccccc12	-3	17	3	5	17
56	COc1cc(CC(NC(C)=O)C(=O)NC2CCN(C(=O)c3ccc(C)cc3)CC2)cc(OC)c1 (stereo not given)	-2	2	16	-2	-18

no.	APJ antagonist	CXCR6 block	CHOP UPR activ	TIM10 inh
46	3	-4	0.0	3
47	15	20	11	4
48	-10	-4	-1.5	-6
49	18	-4	-1.0	15
50	-12	-2	-0.2	-5
51	13	15	6.5	7
52	-24	-6	6.6	5
53	-6	13	3.1	14
54	-28	-3	-0.7	10
55	-19	-12	-1.5	2
56	15	8	3.2	-22

9 of these compounds, set out differently:
cpd | molecule | UPR XBP1 act | tim10-1 inh | tim23-1 inh | APJ agonist | Mdm2-MdmX inh | APJ antagonist | CXCR6 block | CHOP UPR activ | TIM10 inh
48 | Cc1cccc(NC(=S)N2CCOCC2)c1C | -3 | 22 | 10 | 6 | 34 | -10 | -4 | -1.5 | -6
49 | COc1ccc(N2C(=O)C3C(C2=O)C(C(=O)c2ccc(Cl)cc2)N2CCCC32)cc1 (stereo not given) | -2 | 20 | 25 | -2 | 10 | 18 | -4 | -1.0 | 15
50 | CN(C)CCOC(=O)C12CC3CC(C1)CC(C(=O)OCCN(C)C)(C3)C2 | -5 | -22 | 18 | 5 | 5 | -12 | -2 | -0.2 | -5
51 | COc1ccc(-c2c/c(=N\c3nc(-c4ccccc4)c(C)s3)c3ccccc3o2)cc1O | 34* | 11 | 15 | -3 | 84* | 13 | 15 | 6.5 | 7
52 | O=C(O)c1cc(N/N=C/c2ccc(OCc3ccccc3)cc2)ccc1Cl | 5 | 15 | 16 | -3 | -69 | -24 | -6 | 6.6 | 5
53 | COc1ccc(NC(=O)c2cc(-c3cccs3)on2)cc1OC | 1 | 2 | 11 | -2 | -42 | -6 | 13 | 3.1 | 14
54 | O=C(NC(=S)NNS(=O)(=O)c1ccc(Cl)cc1)c1cccnc1 | -1 | 9 | 13 | 0 | -18 | -28 | -3 | -0.7 | 10
55 | Cn1ncc(Cl)c1C(=O)NNC(=O)Nc1cccc2ccccc12 | -3 | 17 | 3 | 5 | 17 | -19 | -12 | -1.5 | 2
56 | COc1cc(CC(NC(C)=O)C(=O)NC2CCN(C(=O)c3ccc(C)cc3)CC2)cc(OC)c1 (stereo not given) | -2 | 2 | 16 | -2 | -18 | 15 | 8 | 3.2 | -22

High-throughput results (PubChem)
